Source: PubChem
SIAH1 antagonists = Siah-1 peptide-binding antagonists, primary screen, biochemical, fluorescence polarization, rhodamine-plectin, uHTS (AID 1817). Siah-1 / rhodamine-plectin peptide fluorescence polarization; higher % means a stronger effect. one-dose displacement, % at 20 µM; IC50 in µM for titrated hits. actives 0.02% (n = 290,000);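 active = displacement of at least 50% at 20 µM, with a fluorescence ratio check between 0.3 and a set limit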;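 note: plate controls were Siah plus tracer with DMSO for no effect and tracer alone without Siah for full effect; strong numbers were not always called active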
GPR35 arrestin U2OS = inhibition of zaprinast-stimulated GPR35 beta-arrestin translocation – imaging, U2OS, beta-arrestin-GFP, zaprinast agonist, primary screen (AID 2058) | U2OS GPR35 beta-arrestin-GFP translocation imaging, zaprinast antagonism; higher % means a stronger effect | inhibition, % at 10 µM; hits with a dose series show IC50 in µM | actives 0.052% (n = 290,000);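 active = inhibition of at least 50% with at least 30 cells and total cytoplasm GFP at most 10,000,000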
NTR1 agonist = NTR1-driven beta-arrestin-GFP spot formation – imaging, U2OS cells, high content, primary screen (AID 493036) | agonist mode | actives 0.17% (n = 330,000) | activation, % at 20 µM | P30989;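 active = activation at or above 40% of the spot to cytoplasm intensity ratio, with at least 20 cells analyzed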;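 note: 0% = DMSO without peptide and 100% = 100 nM NTR1 peptide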
Target sequence (P30989 whole entry, looked up): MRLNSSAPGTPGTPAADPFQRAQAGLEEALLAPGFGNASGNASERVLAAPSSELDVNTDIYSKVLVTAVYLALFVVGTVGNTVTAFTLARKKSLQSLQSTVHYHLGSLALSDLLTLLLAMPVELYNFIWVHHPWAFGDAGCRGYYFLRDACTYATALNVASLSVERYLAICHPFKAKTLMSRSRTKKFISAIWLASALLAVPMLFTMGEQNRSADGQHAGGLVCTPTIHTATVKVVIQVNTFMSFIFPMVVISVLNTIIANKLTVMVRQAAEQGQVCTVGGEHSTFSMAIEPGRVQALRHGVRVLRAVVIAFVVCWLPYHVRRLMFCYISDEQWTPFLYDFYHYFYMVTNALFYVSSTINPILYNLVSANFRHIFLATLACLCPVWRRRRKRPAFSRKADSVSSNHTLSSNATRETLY
Rac1 GTP hydrolysis = MgcRacGAP GTPase-activating activity inhibitors, confirmation, biochemical, ADP Hunter fluorescence. inhibition, % at 30 µM, or IC50 in µM where a hit was titrated. MgcRacGAP-stimulated Rac1 GTP hydrolysis, ADP Hunter fluorescence; higher % means a stronger effect; GST-tagged Rac1 F28L mutant substrate. actives 0.6% (n = 340,000);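 active = first-screen hits whose inhibition reached a set limit at any dose in the follow-up dose series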;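 note: fluorescence reports GDP produced by GAP-driven GTP hydrolysis; strong numbers were not always called active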
LYP inhibition = PTPN22 lymphoid phosphatase activity blockers – biochemical, fluorescence intensity, uHTS (AID 1779) | recombinant LYP phosphatase, fluorescence intensity; higher % means a stronger effect | inhibition, % at 11.5 µM; hits with a dose series show IC50 in µM | actives 0.054% (n = 290,000); in the data active = inhibition above about 50%;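 note: plate controls were vehicle with enzyme for no effect and no enzyme for full effect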
PhoP inhibition = inhibitors of PhoP regulon expression, primary screen, Salmonella Typhimurium, GFP reporter (AID 1863) | S. Typhimurium PhoP-regulated promoter GFP reporter, 4 h; higher % means a stronger effect | one-dose inhibition, % at 50 µM; IC50 in µM for titrated hits | actives 0.16% (n = 300,000);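 active = inhibition over 29.93%, a cutoff 3 SD above the screen mean, later confirmed by dose response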;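 note: 0% = low Mg2+ inducing control and 100% = high Mg2+ repressing control; strong numbers were not always called active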
GPR55 LPI antagonism = GPR55 antagonists blocking LPI-driven arrestin recruitment, primary screen, imaging, U2OS, beta-arrestin-GFP, LPI agonist (AID 2013) | U2OS GPR55 beta-arrestin-GFP translocation imaging, LPI antagonism; higher % means a stronger effect | inhibition, % at 10 µM, or IC50 in µM where a hit was titrated | actives 0.13% (n = 290,000);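 active = spots per cell inhibited over 60%, with over 100 cells counted and total cytoplasm intensity under 500,000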;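 note: U2OS cells stably carrying GPR55 and arrestin-GFP stimulated by 5 µM LPI near EC80; imaged beta-arrestin-GFP aggregate spots per cell after agonist stimulation; plate controls were LPI-stimulated DMSO wells for no effect and DMSO wells without LPI for full effect; some results filed as inactive read as strong as hits; confirmed hits need IC50 under 10 µM and bright autofluorescent wells are also inconclusive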
Myeloid diff MLP = promotes myeloid progenitor differentiation. ER-HoxA9 myeloid progenitors, lysozyme-GFP differentiation, flow cytometry. calls only at 10 µM. actives 1% (n = 360,000);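 active = normalized GFP-positive differentiation at or above the plate's own cutoff, the solvent-only control mean plus 3 SD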;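 note: cells exposed to compound for four days before flow analysis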
HIV peptide binding = inhibitors of HIV fusion peptide binding, primary screen, biochemical, uHTS, fluorescence dequenching (AID 1986). cell-free peptide binding, fluorescence dequenching, 30 min; higher % means a stronger effect. inhibition, % at 20 µM, or IC50 in µM where a hit was titrated. actives 0.3% (n = 290,000); in the data active = inhibition mostly above about 52%, no sharp cut-off; inactive = mostly below about 76%; note: some results filed as inactive read as strong as hits
NTR1 agonist cell count 20 µM = also measured in NTR1 agonist; calls as there; cell count; measured here: cell count, cytotoxicity flag
Myeloid diff MLP GFP+ MAC1+ % = further read-out of Myeloid diff MLP, marked with its call; GFP+ MAC1+ double positive, %; measured here: differentiation confirmed by MAC1 staining
* marks the source's active call; other numbers are inactive results; i = inactive; x = not tested or not shown; + = active, no number. Rows were taken by chance, and some 2.4% of all compounds hit somewhere here.

SMILES | SIAH1 antagonists | GPR35 arrestin U2OS | NTR1 agonist | NTR1 agonist cell count 20 µM | Rac1 GTP hydrolysis | LYP inhibition | PhoP inhibition | GPR55 LPI antagonism | Myeloid diff MLP | Myeloid diff MLP GFP+ MAC1+ % | HIV peptide binding
Cc1ccccc1-c1cn(-c2ccccc2)c(=S)[nH]1 | -3% | -2% | -1.2 | 45 | -4% | -9% | 2% | 9% | i | 2.9 | -3.0%
CCCn1c(N)c(N(CCOC)C(=O)c2ccc(N3CCCC3=O)cc2)c(=O)[nH]c1=O | x | x | 0.7 | 50 | 3% | x | -9% | x | i | 0.8 | x
CCc1ccc(/C=C/C(=O)c2cc(Br)ccc(=O)c2O)cc1 | 0% | -5% | 3.1 | 54 | 11% | 4% | 18% | 39% | i | 2.0 | 45%
COc1ccc(N2CCN(CCNC(=O)Nc3cc(Cl)ccc3Cl)CC2)cc1 | -3% | 7% | -0.6 | 52 | -5% | -6% | 7% | -6% | i | 0.3 | -2.1%
CCN(CC)Cc1c(O)ccc2c(=O)c(-c3ccccc3Cl)coc12 | 4% | 12% | -0.9 | 59 | 5% | -6% | 6% | 9% | i | 0.5 | -1.5%
COc1ccc(CCNC(=O)CCCN2C(=O)c3ccccc3C2=O)cc1 | 6% | -5% | 1.6 | 96 | x | -6% | -1% | -16% | i | 0.4 | -3.0%
COc1ccccc1CC(=O)Nc1ccc(S(=O)(=O)N2CCCCC2)cc1 | -2% | 8% | 4.6 | 46 | 5% | -3% | 1% | -2% | i | 0.2 | 3.0%
CCN(Cc1ccccc1)C(c1cc2cc(C)cc(C)c2[nH]c1=O)c1nnnn1CCOC (centres undefined) | 3% | 6% | 2.0 | 64 | 9% | -4% | 8% | 3% | i | 1.1 | 1.5%
N#CC(C#N)=Cc1ccc(-c2ccc(S(=O)(=O)N=C(N)N)cc2)o1 | -2% | -10% | -1.6 | 50 | 11% | 0% | -17% | 4% | i | 0.4 | 31%
Cc1ccc(NC(=O)CC(C)CC2=NS(=O)(=O)c3ccccc3N2)cc1 (centres undefined) | -5% | -12% | -2.6 | 35 | -8% | -6% | x | 0% | i | 1.7 | -0.3%
CCN1CCN(c2cc(C)c3cc(NC(=S)NCCCOC)ccc3n2)CC1 | -3% | 2% | -1.3 | 91 | 5% | -8% | -4% | 67% | i | 0.1 | 0.6%
Cc1ccc(C2OC3=C(C(=O)CC(C)(C)C3)C(N)=C2C#N)o1 (centres undefined) | 5% | -3% | 0.6 | 49 | 9% | 0% | 9% | 10% | i | 1.0 | 0.8%
CNC(=S)N(CCc1c(C)[nH]c2ccc(Cl)cc12)Cc1cccnc1 | -1% | 0% | 3.3 | 77 | x | -11% | 4% | 4% | i | 0.2 | -1.0%
CCOC(=O)N1CCC(NC(=O)CSc2cc(=O)n(CC)c3ccccc23)CC1 | 3% | -2% | 1.9 | 85 | -3% | -2% | -11% | 2% | i | 7.2 | -2.7%
CSc1nc2n(n1)C(c1ccccn1)C1=C(CC(C)(C)CC1=O)N2 (centres undefined) | -5% | 6% | 0.3 | 62 | 4% | -8% | 1% | 0% | i | 3.7 | -0.6%
CCOCCCNc1nc(C(F)(F)F)nc2c1nnn2Cc1ccccc1Cl | -1% | 10% | 8.3 | 87 | 4% | -1% | -8% | -9% | i | 0.6 | -0.2%
Cc1ccc(NC(=O)COC(=O)Cn2cnc3ccccc32)cc1S(=O)(=O)N(C)C | 1% | 2% | 0.4 | 67 | 5% | -4% | 5% | 4% | i | 0.3 | 1.8%
CCCCn1c(=O)n(C)c(=O)c2c3c(sc21)COC(C)(C)C3 | -2% | -5% | 0.4 | 58 | 1% | -2% | 6% | -16% | i | 1.0 | 11%
Cc1c(CCC(=O)N[C@@H](C)C(=O)O)c(=O)oc2cc3oc4c(c3cc12)CCCC4 | -2% | -4% | -0.3 | 82 | 4% | -4% | 5% | 0% | i | 0.2 | 0.2%
Cc1cc(C)nc(NS(=O)(=O)c2ccc(NC(=S)NC(=O)C3CCCC3)cc2)n1 | 1% | 3% | -1.5 | 46 | 1% | -4% | -3% | 6% | i | 9.1 | -0.7%

Looked up above:
Result of CCN1CCN(c2cc(C)c3cc(NC(=S)NCCCOC)ccc3n2)CC1 under Rac1 GTP hydrolysis: 5%
Result of Cc1ccc(C2OC3=C(C(=O)CC(C)(C)C3)C(N)=C2C#N)o1 (centres undefined) under GPR55 LPI antagonism: 10%

Further compounds.
SMILES | SIAH1 antagonists | GPR35 arrestin U2OS | NTR1 agonist | NTR1 agonist cell count 20 µM | Rac1 GTP hydrolysis | LYP inhibition | PhoP inhibition | GPR55 LPI antagonism | Myeloid diff MLP | Myeloid diff MLP GFP+ MAC1+ % | HIV peptide binding
Cc1ccccc1C(=O)Nn1c(C)ccc1C | 1% | 15% | -0.2 | 51 | x | -7% | 0% | -2% | x | x | 2.9%
COc1ccc(N(C(=O)CNC(=O)c2ccco2)C(C(=O)NCC2CCCO2)c2ccccc2)cc1OC (centres undefined) | 10% | 2% | 1.8 | 60 | 2% | -6% | -6% | 0% | x | x | 1.7%
COc1cc(/C=N/NC(=O)c2ccncc2)ccc1OCC(=O)Nc1ccc(C)c(C)c1 | 2% | 1% | -1.3 | 67 | 8% | -2% | -7% | 8% | i | 0.5 | 3.6%
CN(CC(=O)Nc1ccncc1)S(=O)(=O)c1ccc(Cl)cc1 | -1% | -3% | 1.1 | 59 | -5% | 0% | 11% | -13% | i | 8.1 | -0.5%
CCC(C)N(C(=O)CSc1nc2ccc(OC)cc2[nH]1)C1CCS(=O)(=O)C1 (centres undefined) | x | x | -1.0 | 53 | 2% | x | 3% | x | i | 0.7 | x
Cc1ccc(NC(=O)c2nc(C)n(-c3ccc([N+](=O)[O-])cc3)n2)cc1 | -4% | 0% | 1.3 | 62 | 4% | 5% | -1% | -5% | i | 1.7 | -0.3%
CCC(CO)n1c(=S)[nH]c2cc(OC)c(OC)cc2c1=O (centres undefined) | 6% | -6% | 3.0 | 26 | 11% | -3% | -2% | 1% | i | 0.7 | -2.1%
Cc1ccc(NC(=O)CN2CCN(CCN=CC3=C(O)CC(c4ccccc4)CC3=O)CC2)cc1 (centres undefined) | 4% | 0% | 1.1 | 73 | 11% | 0% | 16% | 11% | i | 0.5 | 0.9%
CC(=O)C1=C(O)C(=O)N(c2ccc(Br)cn2)C1c1cccc([N+](=O)[O-])c1 (centres undefined) | 9% | 6% | 0.8 | 57 | 2% | -1% | 12% | 1% | i | 0.9 | 7.3%
CCCCCCNC(=O)c1ncn[nH]1 | 20% | -7% | 1.9 | 47 | -19% | -7% | -6% | 0% | i | 1.5 | -2.8%
COc1ccc(NC(=S)NC(C)Cc2cccs2)cc1 (centres undefined) | -8% | 2% | 0.9 | 94 | 4% | -9% | 6% | 12% | i | 0.1 | -2.5%
COc1ccc(CC(NC(C)=O)C(=O)NC2CCN(C(=O)c3ccc(Cl)cc3)CC2)cc1 (centres undefined) | -2% | -10% | -1.0 | 54 | 0% | -13% | x | -4% | i | 0.6 | 0.3%
Cc1ccccc1C1CCCN(Cc2nc(C3CC3)no2)C1 (centres undefined) | -5% | -2% | 0.6 | 78 | 2% | -10% | -2% | 10% | i | 0.1 | 0.2%
Cn1nc(C(=O)OCc2ccc(Br)cc2F)c2ccccc2c1=O | 1% | 14% | 9.1 | 57 | 2% | 1% | 4% | -4% | i | 0.6 | 1.1%
O=C(NCCOC(=O)C1COc2ccccc2O1)c1cccnc1 (centres undefined) | 0% | 0% | 4.7 | 34 | 6% | -4% | -15% | 30% | i | 0.6 | -3.2%
Cc1ccc(S(=O)(=O)N2CC(=NO)C2)cc1 | -5% | -1% | 0.0 | 100 | 6% | -10% | -5% | 10% | i | 0.6 | -1.7%
CCCCC(CC(C)O)c1n[nH]c(=S)n1-c1ccccc1 (centres undefined) | 5% | -2% | 2.0 | 65 | -8% | -6% | 13% | 10% | i | 1.3 | -1.6%
COc1ccc(Oc2nccc(-c3ccc(F)cc3)c2C#N)cc1 | -4% | -3% | 4.4 | 72 | 5% | 1% | 5% | 0% | i | 0.5 | -2.1%
Cc1cccc(N2CCN(S(=O)(=O)c3ccc4c(c3)CC(C)N4C(=O)C3CC3)CC2)c1C (centres undefined) | 1% | 7% | 4.7 | 76 | -14% | -4% | 6% | -8% | i | 1.6 | -1.2%
COc1cc(/C=C/C(=O)OCC(=O)Nc2ccccc2Cl)cc(OC)c1OC | 0% | -12% | -0.5 | 48 | 1% | -15% | -9% | -4% | i | 0.6 | -1.1%
CCc1ccc2nc(SCC(=O)N3CC(=O)Nc4ccccc43)c(C#N)cc2c1 | -1% | -20% | -5.9 | 76 | 2% | 6% | 8% | -3% | + | 2.7* | 14%
CC1(C)S[C@@H]2C(C(=O)OCc3ccccc3)NC(=O)N2C1C(=O)OCc1ccccc1 (some centres undefined) | x | x | 1.1 | 98 | 10% | x | 2% | x | i | 2.4 | x
CCC12CC3CC(C1)CC(C(=O)O)(C3)C2 | 2% | 1% | -0.2 | 77 | 4% | -2% | -9% | 0% | i | 0.9 | 1.9%
Cc1ccc(S(=O)(=O)Cn2nnnc2C(CC(C)C)N2CCN(c3ccccc3)CC2)cc1 (centres undefined) | 13% | 3% | 0.1 | 61 | 7% | 5% | -4% | 11% | i | 0.6 | -0.7%
COc1ccc(Cc2nnc(NC(=O)c3cccs3)s2)cc1 | 3% | -6% | 1.0 | 37 | 9% | -8% | -4% | 7% | i | 1.8 | -0.3%
Cc1ccc2nc3c(nc2c1C)CCCC3 | -7% | -10% | 0.0 | 90 | 9% | -6% | -1% | -13% | i | 0.5 | -1.3%
COc1ccc(CN2CN(S(=O)(=O)c3cccs3)c3nc4ccccc4nc32)cc1 | -5% | 2% | 3.7 | 59 | 6% | -3% | -10% | -3% | i | 0.5 | -0.8%
CCN(Cc1nc(-c2ccccc2)no1)C(=O)c1ccco1 | 2% | -5% | 5.2 | 41 | 7% | -1% | 6% | -2% | i | 0.3 | -0.1%
O=C(CCS(=O)(=O)c1ccc(Br)cc1)N1CCN(c2ccccc2Cl)CC1 | 5% | -4% | 1.4 | 83 | 4% | -4% | -15% | 5% | i | 12 | -2.8%
Cc1ccc(OCc2nnc(SC(C)C(=O)O)n2Cc2ccccc2)cc1 (centres undefined) | 0% | 14% | 3.5 | 23 | -2% | -7% | x | -6% | i | 0.2 | 0.0%
CCc1ccc(-c2cc(C)no2)cc1S(=O)(=O)NCCc1ccccc1 | -2% | -12% | 3.9 | 58 | 9% | 0% | -7% | 12% | i | 5.0 | 0.5%
